SMN2 splice enh = SMN2 splice variant enhancement. 2.8% of 210,000 active. Potency, µM (highest dose often 46.1 µM), inactives show at the top dose activity change, positive = activation, usual class: activators. HEK293 SMN2-luciferase splicing reporter, luminescence, 30-36 h. AID 1458; note: % of control where 0% means no effect; nearly all actives have a fitted effect of over 55% in size
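qHTS luciferase splicing reporter: luminescence rises when SMN2 exon 7 is included in transfected HEK293 cells. Compound exposure lasted 30-36 h at 37C, with 4.5 mM final sodium butyrate as control, followed by a ONE-Glo read.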
HTT ATP protect = cytoprotection in Huntington HTT-Q103 PC12 cell model; Potency, µM (top dose mostly 56.4 µM), for the others: cytoprotection (ATP increase), most hits filed as activators; 0.14% of 230,000 active; PC12 HTT-Q103 induced, cytoprotection, ATP luminescence, 40 h;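 note: % of control where 0% means no effect; nearly all actives have a fitted effect of over 45% in size; toxic huntingtin expression switched on by the ecdysone agonist tebufenozide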
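PC12 cells with ecdysone-inducible HTT exon 1 Q103-GFP, induced with 100 nM tebufenozide and co-treated with library compounds in a dose series (1536-well, 1500 cells/well). Cytoprotection read as ATP content by ATPlite luminescence.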
ALDH1A1 block = inhibitors of human aldehyde dehydrogenase 1A1 | AID 1030 | Purified ALDH1A1, NADH fluorescence, propionaldehyde substrate | 7.3% of 220,000 active | Potency, µM (titrated, usually from 75.3 µM), for inactives: top-dose activity, negative = inhibition, usual class: inhibitors; active = well fitted inhibition curve with a large enough effect, not every such curve was filed as active; inconclusive = small, poorly fitted or top-dose-only effect, or another doubt; inactive = no such curve, though single readings can be large or run the other way;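 note: plate controls were no enzyme wells and a reference inhibitor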
Target sequence (P00352 whole entry, looked up): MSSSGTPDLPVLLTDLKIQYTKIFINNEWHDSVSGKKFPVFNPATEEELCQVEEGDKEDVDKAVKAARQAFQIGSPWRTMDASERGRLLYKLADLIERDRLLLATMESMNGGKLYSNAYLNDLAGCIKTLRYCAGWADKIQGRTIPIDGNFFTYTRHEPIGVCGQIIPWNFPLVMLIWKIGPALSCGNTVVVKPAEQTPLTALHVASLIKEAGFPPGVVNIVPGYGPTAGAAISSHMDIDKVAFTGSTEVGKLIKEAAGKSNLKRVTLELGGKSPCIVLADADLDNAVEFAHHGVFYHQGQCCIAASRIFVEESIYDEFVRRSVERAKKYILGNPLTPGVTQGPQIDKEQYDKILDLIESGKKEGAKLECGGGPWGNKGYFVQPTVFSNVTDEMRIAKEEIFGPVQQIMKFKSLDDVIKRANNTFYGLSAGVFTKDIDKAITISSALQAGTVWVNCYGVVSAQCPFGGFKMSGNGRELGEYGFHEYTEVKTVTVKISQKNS
Active calls of the source: *; ? = inconclusive; [ ] = dose if it differs, or a comment. Unless noted, calls come from the whole dose curve; as a rule, active = well fitted activation curve with a large enough effect; inconclusive = small, poorly fitted or top-dose-only effect; inactive = no such curve, though single readings can be large or run the other way. Potency is the fitted concentration of half-maximal effect. This is a subset, so the mix of outcomes need not match the whole.

A first look (three entries):
SMILES | SMN2 splice enh | HTT ATP protect | ALDH1A1 block
CC(=O)NC1=C(OS(=O)(=O)c2ccc(C)cc2)CN(C)C1=O | -15%[9.22 µM] | 5%[10 µM] | -7%[13.5 µM]
COc1ccc(-c2nc3cnc(Oc4ccccc4)nc3n(C3CC3)c2=O)cc1 | -1% | -39%[inhibitor] | ?
CCCCOCCOCCOCCCC | -1% | 11% | 7%

The list itself, previewed entries included:
SMILES | SMN2 splice enh | HTT ATP protect | ALDH1A1 block
CC(=O)NC1=C(OS(=O)(=O)c2ccc(C)cc2)CN(C)C1=O | -15%[9.22 µM] | 5%[10 µM] | -7%[13.5 µM]
COc1ccc(-c2nc3cnc(Oc4ccccc4)nc3n(C3CC3)c2=O)cc1 | -1% | -39%[inhibitor] | ?
CCCCOCCOCCOCCCC | -1% | 11% | 7%
O=C(O)[C@H](Cc1ccccc1)N1C(=O)c2ccccc2C1=O | -22%[9.22 µM] | 10%[10 µM] | ?
O=C(O)CCCSc1nc2ccccc2s1 | 2%[9.22 µM] | -4%[10 µM] | -11%[13.5 µM]
N#CCCn1c(=O)c(-c2ccc(Cl)cc2)nc2cnc(OCc3ccccc3)nc21 | -14% | -1% | ?
CC(C)CCNc1ncnc2[nH]ncc12 | -10%[9.22 µM] | 7%[10 µM] | -11%[13.5 µM]
CC(=O)N1CCC2(CC1)CCN(C(=O)Nc1cccc(F)c1)CC2 | -18% | 18% | 13µM*
O=c1c(CCc2ccccc2)nc2cncnc2n1C1CC1 | -10% | 7% | ?
COc1ccc(C(=O)N2CCC[C@@]3(CCN(Cc4ccccc4)C3)C2)cc1 | -5% | 19% | ?
O=C(O)CCNCC(=O)O | -3%[9.22 µM] | 11%[10 µM] | 11%[13.5 µM]
CN(C)c1ncnc2c1ncn2CCn1cnc2c(N(C)C)ncnc21 | -8%[9.22 µM] | 8%[10 µM] | 7%[13.5 µM]
O=C(Nc1ccccc1)N1CC[C@@]2(CCCN(C(=O)c3ccco3)C2)C1 | -3% | 15% | ?
Cc1noc(C)c1C(=O)N1CCC[C@@]2(CCN(c3ncccn3)C2)C1 | -5% | -16% | 7%
Cn1c(=S)c2[nH]c(SCCN3C(=O)c4ccccc4C3=O)nc2n(C)c1=O | 4%[9.22 µM] | 0%[10 µM] | 8%[13.5 µM]
COc1ccccc1CN1CCC2(CC1)CCN(C(=O)c1c(C)noc1C)CC2 | 4% | 25% | 16%
CC1=NN(C(=O)c2ccncc2)C(=O)[C@@H]1N=Nc1ccc2ccccc2c1 | ? | -17%[10 µM] | 6%[13.5 µM]
O=C(O)CSCc1cccc2ccccc12 | -6%[9.22 µM] | -16%[10 µM] | 11%[13.5 µM]
COc1ccc(NC(=O)N2CC3(CCN(S(C)(=O)=O)CC3)C2)cc1 | -5% | ? | 19%
CC(=O)Nc1cccc(C)c1 | -4% | -73%[inhibitor] | -5%
COc1ccc(N(CC(=O)O)N=O)cc1 | -3%[9.22 µM] | -14%[10 µM] | -2%[13.5 µM]
O=C(O)C[C@H](Cc1ccccc1)C(=O)O | -7%[9.22 µM] | -2%[10 µM] | -2%[13.5 µM]
O=C(Oc1ccccc1)N1CCC2(CC1)CN(c1ccncc1)C2 | -45%[inhibitor] | 18% | -14%
COC(=O)N1CCC2(CC1)CN(c1ccccc1)C2 | -4% | -9% | -2%
COC(=O)CCCC(=O)O | -2%[9.22 µM] | -6%[10 µM] | 3%[13.5 µM]

Fetched by compound from the entries so far, two records:
SMILES | SMN2 splice enh | HTT ATP protect | ALDH1A1 block
COc1ccc(N(CC(=O)O)N=O)cc1 | -3%[9.22 µM] | -14%[10 µM] | -2%[13.5 µM]
O=C(Nc1ccccc1)N1CC[C@@]2(CCCN(C(=O)c3ccco3)C2)C1 | -3% | 15% | ?

Part of the list above, as a markdown table:
| SMILES | SMN2 splice enh | HTT ATP protect | ALDH1A1 block |
| --- | --- | --- | --- |
| COc1ccc(C(=O)N2CCC[C@@]3(CCN(Cc4ccccc4)C3)C2)cc1 | -5% | 19% | ? |
| O=C(O)CCNCC(=O)O | -3%[9.22 µM] | 11%[10 µM] | 11%[13.5 µM] |

Further results:
SMILES | SMN2 splice enh | HTT ATP protect | ALDH1A1 block
CN(C)CCCn1c2ccccc2c2cnccc21 | 6%[9.22 µM] | 11%[10 µM] | -6%[13.5 µM]
COc1ccc(-c2nc3cnc(N4CCOCC4)nc3n(CCC#N)c2=O)cc1 | -7% | 1% | ?
O=c1c(CCc2ccccc2)nc2cnc(N3CCOCC3)nc2n1Cc1ccc(F)cc1 | -2% | 5% | ?
O=C(CSc1nc2ccccc2c2ccccc12)c1ccccc1 | -8%[9.22 µM] | -2%[10 µM] | -12%[13.5 µM]
O=c1c(-c2cccc(Cl)c2)nc2cncnc2n1Cc1ccc(F)cc1 | 4% | -10% | 14%
N#Cc1c(NC(=O)C(F)(F)F)sc2c3c(=O)c4ccccc4c(=O)c=3oc3ccccc3c12 | 3%[9.22 µM] | -21%[10 µM] | -19%[13.5 µM]
COc1ccccc1CN1CCCC2(CCN(C(=O)c3cnccn3)CC2)C1 | -10% | 18% | -6%
O=[N+]([O-])c1c(Cl)cc(Cl)cc1Cl | -4% | ? | 26%
CC(=O)N1CCC2(CCCN(C(=O)Nc3cccc(F)c3)C2)CC1 | 0% | -5% | 7%
O=c1[nH][nH]c(=S)c(=O)[nH]1 | 1%[9.22 µM] | -9%[10 µM] | ?
Cc1ccc2ccc3cccc4ccc1c2c34 | -5% | 0% | ?
CSCCC=O | 4% | 0% | -13%
C[C@H](NCCN(C)C)[C@@H]1CCC2C3CCc4cc(O)ccc4[C@H]3CCC21C (stereo partly drawn) | -6%[9.22 µM] | 10%[10 µM] | 8%[13.5 µM]
O=c1cnc2cnc(Oc3cccc(Cl)c3)nc2n1C1CC1 | -32%[inhibitor] | ? | -14%
CC(C)CN1CCCC2(CCN(S(=O)(=O)c3ccccc3)CC2)C1 | 5% | -1% | -15%
COCC(=O)N1CCC2(CC1)CN(c1ccccc1)C2 | -25% | 12% | -11%
COCCn1c(=O)c(-c2ccc(OC)cc2)nc2cnc(Oc3ccccc3)nc21 | -14% | 8% | ?
[N-]=[N+]=CC(=O)COC(=O)c1ccccc1 | -18%[9.22 µM] | -25%[10 µM] | 3%[13.5 µM]
Cc1cc(C(C)(C)C)cc(CNC2CCCCC2)c1O | -4%[9.22 µM] | -2%[10 µM] | 17%[13.5 µM]
FB(F)F | 25% | -6% | 1%
O=C1Nc2ccccc2C1=Nc1cccc2ncccc12 | -2%[9.22 µM] | -14%[10 µM] | 4%[13.5 µM]
O[C@@H](C1=C/C(=C\c2ccncc2)c2ccccc21)c1ccncc1 | -29%[9.22 µM] | -6%[10 µM] | -1%[13.5 µM]
COc1cccc(Nc2ncc3nc(-c4ccc(Cl)cc4)c(=O)n(CCC#N)c3n2)c1 | -19% | -27% | 2%
O=C(O)C[C@H](Nc1ccccc1)C(=O)O | -7%[9.22 µM] | 12%[10 µM] | -2%[13.5 µM]
Cc1noc(C)c1C(=O)N1CCC[C@@]2(CCN(C(=O)Nc3cccc(C#N)c3)C2)C1 | -8% | -8% | 4%
(continued)
SMILES | SMN2 splice enh | HTT ATP protect | ALDH1A1 block
Oc1c(C(O)(c2ccccc2)c2ccc3ccccc3c2O)ccc2ccccc12 | -3%[9.22 µM] | 16%[10 µM] | -6%[13.5 µM]
COc1ccc(NC(=O)N2CCCC3(CCNCC3)C2)cc1 | 3% | 1.6µM* | 0%
O=C(O)CCC(=O)c1ccc[nH]1 | -9%[9.22 µM] | -1%[10 µM] | 7%[13.5 µM]
O=C(O)COc1c(Cl)cc(Cl)c2cccnc12 | -7%[9.22 µM] | 1%[10 µM] | -9%[13.5 µM]
CSCC[C@@H](C(=O)O)N(C)C | -7%[9.22 µM] | -2%[10 µM] | 7%[13.5 µM]
O=C(O)c1nc(-c2ccccc2)[nH]c1C(=O)O | -17%[9.22 µM] | -21%[10 µM] | -8%[13.5 µM]
O=C(O)Cn1ccnc1[N+](=O)[O-] | -11%[9.22 µM] | -7%[10 µM] | 2%[13.5 µM]
CCc1ccc(CCC(=O)O)nc1 | 2%[9.22 µM] | 8%[10 µM] | 4%[13.5 µM]
NC(N)=N/N=C\c1ccc(C2CCNCC2)cc1 | 0%[9.22 µM] | -3%[10 µM] | -3%[13.5 µM]
CCCCCCCCC1CO1 (stereo not drawn) | 14% | -10% | -4%
CCOCCOCC | 11% | -2% | 5%
O=C1NC(=O)[C@@](Cc2ccccc2)(c2cccnc2)N1 | -6%[9.22 µM] | -4%[10 µM] | 5%[13.5 µM]
Cc1noc(C)c1C(=O)N1CCC2(CCN(Cc3nccs3)CC2)CC1 | -1% | 9% | -4%
O=C1c2ccccc2N[C@H](c2cc(Cl)cc(Cl)c2O)N1CCc1ccccn1 | 21%[9.22 µM] | -10%[10 µM] | -3%[13.5 µM]
c1ccc(CCCNc2nnnc3ccccc23)cc1 | -16%[9.22 µM] | -2%[10 µM] | -3%[13.5 µM]
CCC(C)(C)C(=O)O | 17% | 2% | 8%
CCn1c(CCCc2nc3c([nH]2)c(=O)n(C)c(=O)n3C)nc2c1c(=O)n(C)c(=O)n2C | -6%[9.22 µM] | -4%[10 µM] | 3%[13.5 µM]
N#Cc1cccc(NC(=O)N2CCCC3(CCN(C(=O)c4cnccn4)CC3)C2)c1 | 8% | -7% | 10%
CN(C)c1ncc2ncc(=O)n(Cc3cccs3)c2n1 | 0% | -11% | ?
C[N+]1(CCN=C=NC2CCCCC2)CCOCC1 | -4%[9.22 µM] | -6%[10 µM] | -7%[13.5 µM]
CC(C)CCC[C@@H](C)[C@@H]1CC[C@@H]2[C@H]3CC[C@H]4C[C@@H](N)CC[C@@]4(C)[C@@H]3CC[C@]21C | -6%[9.22 µM] | -14%[10 µM] | 14%[13.5 µM]
O=C(Nc1ccccc1)N1CC2(CCN(C(=O)c3cc(C(F)(F)F)cc(C(F)(F)F)c3)CC2)C1 | -7% | 3% | -3%
O=C(Nc1ccccc1)N1CC[C@@]2(CCCN(C(=O)c3cnccn3)C2)C1 | 0% | ? | 12%
Nc1nc2nc3c(nc2c(=O)[nH]1)CN(c1ccc(C(=O)O)cc1)C3=O | -12%[9.22 µM] | -1%[10 µM] | 9%[13.5 µM]
NC(=O)[C@@H]1CCCN1Cc1ccc2c(c1)OCO2 | -5%[9.22 µM] | -14%[10 µM] | 6%[13.5 µM]
Later entries:
SMILES | SMN2 splice enh | HTT ATP protect | ALDH1A1 block
O=C(c1ccco1)N1CCC[C@@]2(CCN(Cc3nccs3)C2)C1 | -16% | -7% | 25µM*
O=S(=O)(c1ccccc1)N1CCC2(CCN(C(c3ccccc3)c3ccccc3)CC2)CC1 | -8% | -17% | 16%
Cc1cccc([N+](=O)[O-])c1C(=O)O | -13% | 1% | 6%
Cc1cc(N2CCCCC2)nc2ccc(Cc3ccc4nc(N5CCCCC5)cc(C)c4c3)cc12 | -19%[9.22 µM] | 4%[10 µM] | ?
Cc1cc(CN2CCCCC2)c(O)c(CN2CCCCC2)c1 | -11%[9.22 µM] | 10%[10 µM] | 0%[13.5 µM]
O=C1OC(O)C(C(Cl)Cl)=C1Cl (stereo not drawn) | -1% | -56%[inhibitor] | 20µM*
O[C@@H]([C@H](O)[C@@H](O)CBr)[C@@H](O)CBr | 0% | -37%[inhibitor] | ?
O=C(Nc1cccc(F)c1)N1CCCC2(CCN(C(=O)c3cccc(F)c3)CC2)C1 | -5% | -15% | 12%
COCC(=O)N1CCC[C@@]2(CCN(c3ccccn3)C2)C1 | 9% | ? | ?
COc1ccccc1CN1CCC2(CC1)CCN(C(=O)c1cccn1C)CC2 | 5% | 2% | -5%
CC[C@H](CN(C)C)C(=O)c1ccco1 | -9%[9.22 µM] | -4%[10 µM] | -3%[13.5 µM]
COc1cccc(Cn2c(=O)c(-c3cccs3)nc3cnc(N4CCN(C)CC4)nc32)c1 | -3% | 3% | -5%
C=CC(=O)OCCCCCCOC(=O)C=C | -9% | 18% | 2µM*
O=C(Nc1ccc(-c2cn3ccccc3n2)cc1)c1cc(Br)ccc1O | 2%[9.22 µM] | -9%[10 µM] | -2%[13.5 µM]
N=C(N)S[C@H]1c2ccccc2-c2cc([N+](=O)[O-])ccc21 | -4%[9.22 µM] | 18%[10 µM] | -17%[13.5 µM]
N#Cc1ccc(OC(=O)c2ccc(N=C(N)N)cc2)cc1 | 12%[9.22 µM] | 2%[10 µM] | 26%[13.5 µM]
Cc1ccc(C)c(NC(=O)NCc2ccc(Cl)cc2)c1 | -3%[9.22 µM] | -8%[10 µM] | 9%[13.5 µM]

Single records, as listed above. Order of values: SMN2 splice enh | HTT ATP protect | ALDH1A1 block
Results for Cc1cc(CN2CCCCC2)c(O)c(CN2CCCCC2)c1 : -11%[9.22 µM] | 10%[10 µM] | 0%[13.5 µM]
Results for Cc1cc(N2CCCCC2)nc2ccc(Cc3ccc4nc(N5CCCCC5)cc(C)c4c3)cc12 : -19%[9.22 µM] | 4%[10 µM] | ?
